12-LOX inh = ALOX12 (human) lipoxygenase inhibition; AID 1671190; purified 12hLO, xylenol orange hydroperoxide absorbance; Potency, µM (titrated, usually from 108 µM), without a hit: at the top dose activity change, negative = inhibition, actives largely listed as inhibitors; P18054; hit rate 1.1% among 580,000; active = well fitted inhibition curve with a large enough effect; inconclusive = small, poorly fitted or top-dose-only effect, or another doubt; inactive = no such curve, though single readings can be large or run the other way
Target sequence (P18054 whole entry, looked up): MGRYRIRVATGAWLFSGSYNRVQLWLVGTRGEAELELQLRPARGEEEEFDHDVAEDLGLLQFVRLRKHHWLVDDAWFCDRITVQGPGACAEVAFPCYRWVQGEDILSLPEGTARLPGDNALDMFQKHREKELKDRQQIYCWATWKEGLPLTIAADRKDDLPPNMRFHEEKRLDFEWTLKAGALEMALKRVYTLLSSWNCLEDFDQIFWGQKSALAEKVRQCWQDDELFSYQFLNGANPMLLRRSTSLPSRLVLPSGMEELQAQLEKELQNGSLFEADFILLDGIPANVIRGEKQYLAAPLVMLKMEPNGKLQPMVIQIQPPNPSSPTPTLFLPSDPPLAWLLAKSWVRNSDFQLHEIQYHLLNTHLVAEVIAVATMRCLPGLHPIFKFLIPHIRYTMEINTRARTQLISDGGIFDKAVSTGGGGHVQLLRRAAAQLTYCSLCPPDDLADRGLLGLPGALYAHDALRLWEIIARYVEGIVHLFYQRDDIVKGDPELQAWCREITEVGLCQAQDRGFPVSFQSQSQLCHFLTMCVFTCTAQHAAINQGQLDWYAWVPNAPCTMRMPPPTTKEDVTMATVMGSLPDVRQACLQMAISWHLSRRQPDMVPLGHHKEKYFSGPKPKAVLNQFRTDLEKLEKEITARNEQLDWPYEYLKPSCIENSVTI
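Purified human 12hLO (150 nM final) in 25 mM Hepes, 0.01% Triton X-100, pH 7.0 was preincubated 15 min at room temperature with compound. Then 40 uM arachidonic acid was added, 30 min. Hydroperoxide was read by Fe-XO absorbance ratio 573/405 nm.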
Active calls of the source: *; ? = inconclusive; [ ] = remark or other dose. % is scaled to controls: 0 for no effect and ±100 for the full control effect; potency is read from the fitted curve at half-maximal effect. Some of the compounds tested, so the mix of outcomes need not match the whole.

SMILES	12-LOX inh
COCCC(=O)N[C@@H]1CN(Cc2ccccc2)C[C@H]1CO	-2%
CN(C)CCNC(=O)C1CC(=O)N(c2n[nH]c3ccccc23)C1 (stereo not given)	28%
Cc1ccccc1CC(=O)N(C)CC1CCOCC1	-7%
Cn1nc(C(=O)Nc2nc(-c3cc(F)ccc3F)cs2)c2ccccc2c1=O	?
O=C(NCc1ccccn1)C1Cn2cccc2C(=O)N1Cc1ccccc1 (stereo not given)	78%[activator]
Cc1c(-c2cc(C(=O)N[C@@H]3CCOC[C@H]3OCC(=O)O)no2)cnn1C	?
COc1ccc(NC(=O)C2(n3cnnn3)CCCCC2)c(OC)c1	12%
C[C@H]1[C@@H]2[C@@H](O)C([C@H](C)C(=O)NCc3ccco3)CC[C@@]2(C)CC[C@@H]1NC(=O)c1ccccc1 (stereo not given in full)	15%
O=C(Nc1cc(F)c(F)c(F)c1)N1CCC(Oc2ncccc2C(=O)N2CCCCC2)C1 (stereo not given)	1%
CC(C)c1ccc(CC(=O)N2CCCc3ncc(C(=O)Nc4ccccn4)cc32)cc1	30%[176 µM]
COc1ccc(-c2ccc3c(n2)CCCN3S(=O)(=O)c2ccccc2C)cc1	-4%
CN(CCOc1cccc(Cl)c1)Cc1nc(N)nc(N)n1	-16%
CCC(=O)N1Cc2ccccc2CC2(CCCCN2CC2CCOCC2)C1 (stereo not given)	4%[6.33 µM]
CNC(=O)[C@@H]1C[C@@H](O)CN1C1CCN(C(=O)Cc2cccc(C)c2)CC1	3%
CCN(c1ccccc1)S(=O)(=O)c1cc2c3c(c1)CCN3C(=O)CC2	12%
CCC(=O)N1CCN(c2oc(/C=C/c3ccccc3Cl)nc2C#N)CC1	-9%
COCCN1C(=O)c2ccccc2C(C(=O)Nc2nc3ccccc3s2)C12CCCCC2 (stereo not given)	-16%
CCc1ccccc1NC(=O)CSc1nc2c(=O)[nH]cnc2n1CC	-4%
CCC(CC)(CC(=O)Nc1ccccc1CO)C(=O)O	7%
CC1CCC(Nc2ccnc3cc(Cl)ccc23)CC1 (stereo not given)	-40%
Cc1ccc(-n2nnnc2SCC(=O)Nc2cc(C)nn2-c2ccccc2)cc1	?
COc1ccc(CCNC(=O)c2ccc(N3C(=O)CCS3(=O)=O)cc2)cc1	-1%
COc1ccc(CN(C)Cc2ncccc2C(=O)O)cc1	46%[activator]
CC(=O)N1CCC2(CCCN(c3ncccn3)C2)CC1	?
COc1ccccc1-c1cn(C)c(=O)n2cc(COc3ccc(C(=O)O)cc3)nc12	6%[176 µM]

Compounds from the list above that contain an NH in an aromatic ring (2):
SMILES	12-LOX inh
CN(C)CCNC(=O)C1CC(=O)N(c2n[nH]c3ccccc23)C1 (stereo not given)	28%
CCc1ccccc1NC(=O)CSc1nc2c(=O)[nH]cnc2n1CC	-4%

More compounds:
SMILES	12-LOX inh
COc1ccc(N2Cc3c(NC4CCCCC4)ncnc3N(C)CC2=O)cc1	12%
CC(NCc1cccs1)C12CC3CC(CC(C3)C1)C2 (stereo not given)	32%[activator]
Cc1ccc2oc([C@H]3CCN(Cc4ccc(C(F)(F)F)cc4)C3)nc2c1	-8%[176 µM]
COc1ccc(S(=O)(=O)N2CCC(Oc3ncccc3C(=O)N3CCOCC3)C2)cc1 (stereo not given)	41%[activator]
COC(=O)[C@@H]1Cc2c([nH]c3ccccc23)[C@H]2C[C@@H](NCCNC(C)=O)C[C@@H](c3ccc(C(C)C)cc3)N21	?
COc1ncccc1-c1cnc2[nH]cc(CC(=O)Nc3ccccc3C)c2c1	-5%[176 µM]
Cc1ccc(-c2nc(C#N)c(N3CCN(C)CC3)o2)cc1	-3%
COCCN1C(=O)c2ccccc2C(C(=O)Nc2cccc(NC(C)=O)c2)C12CCCCC2 (stereo not given)	24%
Cc1cccc(Cc2c(C)nc3nc(C(F)(F)F)[nH]n3c2=O)c1	?
C[C@@H](NCC1CCCC1)c1onc(-c2ccc(Cl)cc2)c1C(=O)O	9%[176 µM]
CCCn1nc(C)cc1CN(C)C(=O)c1ccc2c(c1)C(O)CCCCCN2C (stereo not given)	49%[activator]
O=C(Nc1ccc(F)cc1F)N1CCN(c2cc(=O)n3nc(-c4ccco4)sc3n2)CC1	-76%
CC(C)CNC(=O)CN1CCN(c2cccc(Cl)c2C#N)CC1	16%
CCn1c(SCC(=O)Nc2ccc(Cl)cn2)nc2ccccc21	-7%
O=C(CCn1ccn2nc3c(c2c1=O)CCCC3)Nc1ccc(F)c(F)c1	6%
CC(C)S(=O)(=O)NCC1Cn2cccc2CN1Cc1ccccc1 (stereo not given)	241%[activator]
O=C(NCc1cc2n(n1)CCNC2)c1ccc2c(c1)ncn2CCO	?
O=C(CN1C(=O)NC2(CCCCC2)C1=O)Nc1ccc(Br)cc1F	-13%
COC(=O)C(C#N)c1nc2ccccc2nc1NCCCO (stereo not given)	?
COC(=O)[C@H]1CC(=O)N[C@@H]1c1ccc(OC(C)C)c(OC)c1	17%
Cc1ccc2c(c1)-n1c(nc3ccc(C)cc3c1=O)C(Cc1ccc(O)cc1)NC2=O (stereo not given)	-8%
COc1cc(NC(=O)CCc2c[nH]c3ccccc23)cc(OC)c1	-22%
COC(=O)C1=C(C)N(Cc2cccc(C(F)(F)F)c2)C(=NCC2CC2)NC1c1ccccc1C(F)(F)F (stereo not given)	-17%
COC(=O)c1nnn(CC(=O)Nc2ccc(F)cc2F)c1C(=O)OC	0%
OC1(C#Cc2c(-c3ccsc3)sc3ccccc23)CCCCC1	0%
(cont.)
SMILES	12-LOX inh
Cc1cc(Nc2cccc(C)c2C)c2ccc(C)c(C)c2n1	-16%
CCC(=O)NCC12CCC=C1N(C)C(=O)CC2 (stereo not given)	5%
CC1CCCN(CCCNC(=O)CN2C(=O)CCn3nc(-c4cn(C)c5ccccc45)cc32)C1 (stereo not given)	64%[activator]
CCOc1ccccc1C1NC(=O)N(CC(=O)Nc2ccc(CC)cc2)C2=C1C(=O)OC2 (stereo not given)	1%
N#Cc1ccc(S(=O)(=O)N[C@H]2[C@H](O)[C@H](O)C[C@@H]2c2ccc(C(F)(F)F)cc2)cc1	?
CCNC(=O)[C@@H]1C[C@H](NC(=O)c2ccc(OC)o2)CN1Cc1nc(C)no1	47%[activator]
COc1cccc(CN(C)CC(=O)N2c3ccccc3NC(=O)CC2C)c1OC (stereo not given)	9%
O=C(O)c1ccc(-c2ccccc2F)o1	?
O=C(CCc1ccccc1)NCc1nnc2c(-c3nc(C4CC4)no3)cccn12	53%[activator]
CCOc1ccc(Nc2nc(-c3ccccc3)no2)cc1	?
Cc1c(CN2CCOc3ccc(C(=O)NCc4ccccc4F)cc3C2)cnn1C	23%
Cc1ccc(CN[C@@H]2CO[C@H](CNC(=O)CC(C)(C)C)[C@H]2O)cc1	-13%[176 µM]
CCOc1ccc(CN(CCOC)Cc2cc(=O)n3cc(C)ccc3n2)cc1	4%
CN(Cc1cccnc1)C(=O)CCC[C@@H]1[C@H]2CCCN3CCC[C@@H](CN1C(=O)c1cccnc1)[C@@H]23	32%[activator]
CCOC(=O)C(CC)Sc1nnc(CSc2ncccn2)n1-c1ccccc1 (stereo not given)	-31%
Cc1cccc(OC[C@H]2C[C@@H](NC(=O)c3ccc(C#N)cc3)[C@H](O)[C@@H]2O)n1	25µM*
COc1ccc(CC(=O)NC(c2cccs2)C(C)C)c(OC)c1OC (stereo not given)	?
COc1ccccc1CN1CCCC2(CCN(C(C)=O)CC2)C1	3%[57.4 µM]
CC(C)c1noc(CN2CCN(C(=O)N3CCCCC3)CC2)n1	-2%
Cc1cccc(OC(=O)c2ccccc2Br)c1C	11%
CO[C@H]1[C@H](NC(=O)c2cnn3cccnc23)c2ccccc2C12CCNCC2	5%
COc1cccc(N2C(=O)c3ccccc3NC2c2cn(C)c(=O)n(C)c2=O)c1 (stereo not given)	11%
O=C(CCn1ccn2nc3c(c2c1=O)CCCC3)Nc1ccc(Oc2ccccc2)cc1	-8%
O=C(NCC(F)(F)F)c1cccc(NC(=O)c2cccc3cccnc23)c1	34%[activator]
Cc1nn2c(c1-c1ccccc1Oc1ccccc1)N(Cc1cccc(C#N)c1)CCC2	?

Filtered by structure, the entries above with a COOH group
SMILES	12-LOX inh
Cc1c(-c2cc(C(=O)N[C@@H]3CCOC[C@H]3OCC(=O)O)no2)cnn1C	?
CCC(CC)(CC(=O)Nc1ccccc1CO)C(=O)O	7%
COc1ccc(CN(C)Cc2ncccc2C(=O)O)cc1	46%[activator]
COc1ccccc1-c1cn(C)c(=O)n2cc(COc3ccc(C(=O)O)cc3)nc12	6%[176 µM]
C[C@@H](NCC1CCCC1)c1onc(-c2ccc(Cl)cc2)c1C(=O)O	9%[176 µM]
O=C(O)c1ccc(-c2ccccc2F)o1	?

Arranged by molar mass (low to high): some entries from above.
SMILES	12-LOX inh
CCOc1ccc(CN(CCOC)Cc2cc(=O)n3cc(C)ccc3n2)cc1	4%
CCOC(=O)C(CC)Sc1nnc(CSc2ncccn2)n1-c1ccccc1 (stereo not given)	-31%
N#Cc1ccc(S(=O)(=O)N[C@H]2[C@H](O)[C@H](O)C[C@@H]2c2ccc(C(F)(F)F)cc2)cc1	?

(further entries)
SMILES	12-LOX inh
Cc1noc(C)c1CC(=O)N1CCCCCC1c1nnc(-c2ccccc2)o1 (stereo not given)	36%[activator]
O=C(NCCc1nc2ccccc2[nH]1)c1cccc(N2CCCN(Cc3ccccc3F)C2=O)c1	-4%
COc1ccc(CN2CCc3nc(C4CC4)nc(-c4ccc(O)cc4)c3C2)cc1	-4%
Nc1ncccc1CNC(=O)[C@H]1CCC[C@H](O)C1	-4%
O=C(NCc1ccccc1OC(F)F)c1ccccc1-n1cnnn1	10%
COc1ccc(-c2ccc3ccccc3n2)c(OC)c1OC	55%[activator]
CC(=O)Oc1c(C)cc2sc3ccccc3c(=O)c2c1C	?
Cc1cnc(C)n1CC1CCN(S(=O)(=O)c2cccc(F)c2)CC1	60%[activator]
COc1cccc(C(=O)N2C(C(=O)NC3CC3)COC23CCN(C(=O)c2cccc(F)c2)CC3)c1 (stereo not given)	?
N#Cc1ccc(S(=O)(=O)N2CC[C@H]3C(=O)NCCCCCCN(Cc4ccncc4)[C@@H]3C2)cc1	49%[activator]
CCn1cc(CN2CCSCC2)ccc1=O	34%[activator]
CCC(C)NC(=O)N1CC(Oc2ccc(-c3noc(C4CCOCC4)n3)cc2)C1 (stereo not given)	8%
CC(C)N1C(=O)C2(CCCC2)C1C(=O)N1CCN(C)CC1 (stereo not given)	48%[activator]
CCN(Cc1ccco1)C(=O)c1cc2cc(C)ccc2[nH]1	?
Cn1cc(-c2cc3c(ccn3C)c(C(=O)NCCc3cnc[nH]3)n2)cn1	78%[activator][176 µM]
CCCc1nc2c3ccccc3ccn2c1Cc1ccccc1OC	-71%
CCOP(=O)(OCC)c1nc(-c2ccc([N+](=O)[O-])cc2)oc1NCc1ccc(C)cc1	10µM*
COc1ccc(C(=O)Oc2ccc(C)cc2C(=O)/C=C/c2ccc(F)cc2)cc1	21%
CN(C)c1ccc(-c2nccc(Nc3ccc(F)cc3)n2)cc1	?
COc1ccc(-c2csc(NC(=O)c3nn(C)c(=O)c4ccccc34)n2)cc1	33%[activator]
COc1ccc(-c2nc(C(C)C)nc3c2CCN(C(=O)c2ccccc2F)CC3)cc1	?
CC(C)CC1NC(=O)c2ccc(Cl)cc2-n2c1nc1ccc(F)cc1c2=O (stereo not given)	?
CCCCNS(=O)(=O)CC1NCc2ccccc21 (stereo not given)	78%[activator]
CCC1c2ccsc2CCN1C(=O)CCc1ccc(S(=O)(=O)N2CCCCC2)cc1 (stereo not given)	25%
CC(=O)N1CCN(C(=O)C[C@@H]2CCNC[C@@H]2Cc2cc(-c3ccccc3)on2)CC1	-2%[176 µM]
Next results follow:
SMILES	12-LOX inh
COCCN1CCC(N2CCN(S(=O)(=O)c3ccc(C)c(Cl)c3)CC2)C1=O (stereo not given)	61%[activator]
COc1ccc(NC(=O)C(=O)NCc2ccc(C)cc2)c(OC)c1	9%
O=C(c1ccc(Cl)cc1)N1CC2(CCCN2Cc2ccc(Cl)cc2)Cc2ccccc21 (stereo not given)	0%[6.33 µM]
O=C(Nc1nccs1)c1ccc2c(c1)OCCN(C1CCC1)C2	54%[activator][176 µM]
COc1ccc(-c2noc(CSc3nnc(C)n3-c3ccccc3)n2)c(OC)c1	-28%
COc1ccc(NC(=O)O[C@@H]2CC[C@]3(C)C(CC[C@@H](O)[C@H]3CC(=O)NCc3ccc4c(c3)OCO4)[C@]2(C)CO)cc1 (stereo not given in full)	13%
CC(C)CNC(=O)N1C[C@@H]2CCCN3CCC[C@@H]([C@H]23)[C@H]1CCCC(=O)NCC1CC1	12%
O=C(/C=C/c1ccccc1)c1ccc(Sc2ccccc2)cc1	-28%
O=C(c1cc2ccccc2oc1=O)N(Cc1ccco1)Cc1ccco1	-22%
CCCN1C(=O)CCc2cc(NS(=O)(=O)c3ccc4c(c3)CCCC4)ccc21	-24%
Cc1ccc(C)c2c(C)c(C(=O)O)oc12	22%
Cc1cc(F)ccc1NC(=O)c1cc2n(n1)CC(c1ccc(Cl)cc1)OC2 (stereo not given)	8%
CCOC(=O)c1ccc(Oc2nc(N3CCOCC3)nc(N3CCOCC3)n2)cc1	16%
Cc1nc(Cc2nn3c(-c4ccc(F)c(Br)c4)nnc3s2)cs1	?
CCCc1nc(C#N)c(N2CCN(c3cccc(Cl)c3)CC2)o1	?
C[C@@H]1CN(Cc2nc(C(N)=O)no2)CC[C@@]1(O)C1CCOCC1	50%[activator]
C=CCNC(=O)N[C@H]1C[C@H]2C(=O)Nc3ccccc3C(=O)N2C1	14%[176 µM]
Clc1cccc(C=Nc2cccc3ccccc23)c1Cl	-42%

Screens (PubChem)
